# miR122 inh: miR-122 inhibition in Huh7 cells | Huh7 miR-122 Renilla luciferase sensor, 48 h; neutral wells = 0, positive control = 100 | activation (reporter increase), % at 12.5 µM | 340,000 compounds, 0.3% hits | AID 602342;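 active = mean replicate activation score at least 90 and every replicate individually at or above 90; inconclusive = only one of the two criteria met; inactive = neither criterion met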;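 note: higher luciferase means less miR-122 activity so hits act as miR-122 inhibitors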
# PGC1a acetyl inh: PGC1a acetylation modulation, inhibitor mode; 350,000 compounds, 0.17% hits; U2OS PGC1a acetylation, AlphaScreen anti-acetyl-lysine; with virally co-expressed GCN5 acetyltransferase; inhibition, % at 15.6 µM;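 active = every replicate shows inhibition of at least 40%; inconclusive = mean inhibition at least 40% but some replicate below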;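 note: 0% = neutral control wells and 100% = positive control wells; some results beyond the cut were filed as inactive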
# E-sel inducer: E-selectin induction on HUVECs; P16581; HUVEC E-selectin immunofluorescence imaging; normalized: neutral wells 0, TNF-alpha wells 100; activation, % at 7.58 µM; 260,000 compounds, 0.37% hits;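 active = mean E-selectin-positive cell signal at least 10% of the positive control, reached in at least 60% of replicates, without over 20% cell loss; inconclusive = no rule given, readout overlaps actives, possibly toxicity-flagged; inactive = the rest, including those meeting only one limit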;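 note: in these data hits start at about 27%; measured in HUVEC primary endothelial cells; signal is the percent of cells scored E-selectin positive by PE staining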
# Target sequence (P16581 whole entry, looked up): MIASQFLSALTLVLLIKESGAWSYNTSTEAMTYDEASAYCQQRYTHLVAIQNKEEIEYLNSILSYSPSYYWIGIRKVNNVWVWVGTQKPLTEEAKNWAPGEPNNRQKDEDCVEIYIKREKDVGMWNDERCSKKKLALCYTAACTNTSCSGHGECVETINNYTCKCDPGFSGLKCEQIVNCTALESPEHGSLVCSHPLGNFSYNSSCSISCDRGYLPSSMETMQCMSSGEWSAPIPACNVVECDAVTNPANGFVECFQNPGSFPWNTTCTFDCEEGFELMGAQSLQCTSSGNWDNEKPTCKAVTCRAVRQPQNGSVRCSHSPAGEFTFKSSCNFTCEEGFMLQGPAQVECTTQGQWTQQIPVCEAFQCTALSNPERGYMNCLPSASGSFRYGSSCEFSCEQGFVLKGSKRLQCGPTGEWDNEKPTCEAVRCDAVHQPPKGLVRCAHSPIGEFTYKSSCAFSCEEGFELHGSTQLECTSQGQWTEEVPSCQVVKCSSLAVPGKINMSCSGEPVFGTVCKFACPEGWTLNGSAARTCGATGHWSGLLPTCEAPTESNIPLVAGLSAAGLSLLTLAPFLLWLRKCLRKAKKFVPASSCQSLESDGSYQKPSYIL
#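 Test system: HUVEC; input: 3,000 HUVEC/well; measured by: immunofluorescence imaging; read-out: % PE-positive cells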
# PglD DTNB: inhibitors of Campylobacter jejuni PglD acetyltransferase. purified PglD enzyme, DTNB colorimetric CoA detection. inhibition, % at 12.5 µM. 360,000 compounds, 0.098% hits. AID 602405; in the data active = inhibition above about 16%, passing the limit was not always enough; inconclusive = no clear call, values can overlap the other calls; note: strong numbers were not always called active
# RAD54 branch: inhibitors of human RAD54 branch migration | Q92698 | RAD54 Holliday junction branch migration, FAM/BHQ fluorescence | inhibition, % at 10.4 µM | 360,000 compounds, 0.14% hits | AID 602329;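 active = mean normalized replicate activity at least 40 and at least half of replicates scoring 40 or more; inconclusive = only one of the two criteria met; inactive = mean below 40 and under half of replicates reaching 40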;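 note: 0% = median of neutral control wells and 100% = median of positive control wells; inhibitors cause a drop in the FAM fluorescence signal; in these data hits start at about 50%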
# ERAP1 inh: inhibitors of human ERAP1 aminopeptidase | AID 652197 | Q9NZ08 | recombinant ERAP1, Leu-AMC fluorescence, 60 min | 340,000 compounds, 0.15% hits | inhibition, % at 10.7 µM;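 active = mean replicate inhibition of at least 30%, or all replicates individually reaching that 30% level; inactive = mean below 30% and not every replicate reaching it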;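 note: 0% = neutral control wells and 100% = L-leucinethiol positive control wells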
# Cneo AK release: causes C. neoformans cell lysis; adenylate kinase release luminescence, 4 h; normalised: neutral wells 0, clomiphene wells 100; lysis activity, % at 15 µM; 360,000 compounds, 0.2% hits; AID 651654;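 active = mean lysis activity across replicates of at least 80%, whatever share of replicates individually reach that level; inactive = mean lysis activity below 80%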
#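 Material: C. neoformans cells; Schedule: 4 h static compound exposure, 37 °C, read 1 h post-reagent; Measured by: adenylate kinase release luminescence; Read-out: signal increase indicating cell lysis; Controls: Clomiphene as positive lysis control.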
# RAD52 inh: inhibitors of human RAD52 DNA annealing; 360,000 compounds, 0.46% hits; recombinant RAD52 DNA annealing, FRET fluorescence; inhibition, % at 18.7 µM;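 active = every replicate showing at least 50% inhibition; inconclusive = mean inhibition at least 50% but not in every replicate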
# Target sequence (P43351 whole entry, looked up): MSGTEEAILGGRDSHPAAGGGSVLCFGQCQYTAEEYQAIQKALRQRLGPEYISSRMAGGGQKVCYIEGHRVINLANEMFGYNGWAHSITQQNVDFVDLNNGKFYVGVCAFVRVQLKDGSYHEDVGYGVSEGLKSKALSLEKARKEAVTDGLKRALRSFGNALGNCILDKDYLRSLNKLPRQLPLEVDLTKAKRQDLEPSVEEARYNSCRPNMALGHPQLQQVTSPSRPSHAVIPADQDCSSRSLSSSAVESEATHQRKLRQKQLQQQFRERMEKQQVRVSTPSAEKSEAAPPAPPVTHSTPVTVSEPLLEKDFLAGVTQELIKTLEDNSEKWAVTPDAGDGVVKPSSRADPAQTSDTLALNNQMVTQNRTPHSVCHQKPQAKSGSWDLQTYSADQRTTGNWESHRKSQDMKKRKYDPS
# Active calls of the source: *; u = inconclusive; x = not tested or not shown; & = joins results of further samples; [ ] = remark or other dose.
molecule	miR122 inh	PGC1a acetyl inh	E-sel inducer	PglD DTNB	RAD54 branch	ERAP1 inh	Cneo AK release	RAD52 inh
CCC(C)[C@H](NC(=O)NCc1ccc(OC)c(OC)c1)C(=O)O (some centres not stated)	x	3	4.0	x	x	-1	x	-7
CC(=O)c1ccc(Nc2cnn(C34CC5CC(CC(CC(=O)O)(C5)C3)C4)c(=O)c2Cl)cc1	-3	8	x	-6	9	7	-1	-8
CCOC(=O)CNC(=O)Cc1ccc(OC)cc1	x	5	4.0	x	x	2	x	-3
CN(C)/C=C/C(=O)c1ccc(S(=O)(=O)c2ccccc2)cc1	4	1	x	6	-2	-3	1	-36
Cc1ccc(C)c(S(=O)(=O)N2CCC(c3nc4c(nnn4Cc4ccc(F)cc4)c(=O)[nH]3)CC2)c1	-1	-31	x	15	3	x	-1	x
COc1ccc(-c2ccc(=O)[nH]n2)cc1	-6	-1	x	x	x	1	x	8
CCOc1ccccc1C(=O)Nc1ccccc1O	11	-7	x	3	-2	x	10	x
COCCNc1nc(NCCN2CCNC2=O)c2sc(-c3ccccc3)cc2n1	-11	-7	2.1	1	0	1	4	8
CCNC(=O)N(CCOC)CC1CCCN(C2Cc3ccccc3C2)C1 (configuration not stated)	-3	6	0.2	3	-4	-4	-6	-21
Cc1nc2ccccc2c(=O)n1NC(=O)c1ccc([N+](=O)[O-])cc1	x	-3	1.6	x	x	-5	x	1
O=C(NCc1cccc(OC(F)(F)F)c1)c1cccc2c1C(=O)c1ccc(-c3ccc(F)cc3OCc3ccccc3)cc1S2(=O)=O	-1	-6	-0.2	0	3	x	-2	-16
O=C(COC(=O)/C=C/c1cccc(F)c1)NC1CCCCCC1	x	-1	0.5	-11	1	1	0	-4
Cc1ccc(NC(=O)/C(Cl)=C/c2ccccc2)cc1C	-4	-15	x	0	-1	x	-11	x
CC(=O)c1ccc(N2CCN(C(=S)Nc3cc(C)ccc3C)CC2)cc1	-11	x	0.7	-3	-6	-7	0	-15
COc1cc(CN2CCCC(C(=O)c3ccc(C(C)(C)C)cc3)C2)cc(OC)c1O (configuration not stated)	x	x	x	-9	0	-1	-1	-1
CC1CC(C)CN(S(=O)(=O)c2ccc(Oc3ccc([N+](=O)[O-])cc3)cc2)C1 (configuration not stated)	-5	-2	x	-5	1	x	1	x
COc1ccc(C(=O)N2CCCC(c3nc(-c4ccc(C)o4)no3)C2)cc1OC (configuration not stated)	x	x	-0.1	-1	-4	9	-2	-22
COc1ccc(S(=O)(=O)Nc2ccc3c(c2)C(=O)N([C@@H](C)CO)C[C@H](C)[C@H](CN(C)C(=O)c2ccncc2)OCCCC[C@H](C)O3)cc1	-1[16.7 µM]	10	0.3	-1	1	1	0	10
CCOC(=O)C1=C(C)N=c2s/c(=C\c3ccc(OCC(=O)O)c(OC)c3)c(=O)n2C1c1ccc(OC)cc1 (configuration not stated)	13	5	1.3	-5	-16	11	-2	-112
C[C@H](CO)N1C[C@H](C)[C@H](CN(C)Cc2ccncc2)Oc2c(NC(=O)NC3CCCCC3)cccc2C1=O	7[16.7 µM]	12	-2.4	-3	2	-2	-1	13
C[C@@H]1CN([C@H](C)CO)C(=O)Cc2cc(N(C)C)ccc2O[C@@H]1CN(C)C(=O)Nc1cccc2ccccc12	-6[16.7 µM]	2	-12	-1	4	-1	-6	3
O=C(Nc1ccccc1)c1cc(S(=O)(=O)N2CCOCC2)cs1	43	-8	x	-2	u	x	0	x
O=C(O)CCC(=O)N1CCN(S(=O)(=O)c2ccc3ccccc3c2)CC1	-5	x	0.1	-2	-8	1	-1	-10
COc1ccc(C(c2nnnn2C2CCCC2)N2CCC(C)CC2)cc1 (configuration not stated)	6	-12	x	-3	-1	x	1	x
COc1ccccc1C(=O)NC(CCSC)C(=O)N1CCC(Cc2ccccc2)CC1 (configuration not stated)	-2	-4	2.3	x	x	1	x	2
Cc1nc(N)ncc1C(=O)Nc1ccccc1	-6	0	1.8	-3	-8	-2	3	-20
CC(=O)c1cnc2c(-c3cccc(Br)c3)cnn2c1C	2	-4	x	-2	9	x	1	x
CCCCn1c(N)c(N(CC(C)C)C(=O)c2cc(S(=O)(=O)N3CCCCC3)ccc2C)c(=O)[nH]c1=O	-6	17	0.0	-6	5	-1	-3	-6
O=C(CNC(=S)N(CCCN1CCOCC1)Cc1cccs1)NC1CCCCCCC1	6	x	x	-6	3	x	0	x
COc1cccc(S(=O)(=O)N(C)C[C@@H]2Oc3ncc(Br)cc3C(=O)N([C@H](C)CO)C[C@@H]2C)c1	x	-2	1.6&-0.3	-11	-4	0	-13	-10&10
Cc1ccc(N2CCN(S(=O)(=O)N(C)C)CC2)cc1C	-2	-12	x	x	x	-5	x	-17
CC(NCC(=O)Nc1ccccc1C(=O)NC1CC1)c1ccccc1Cl (configuration not stated)	2	-10	3.7	-1	-7	-1	2	-12
Cn1c(OCc2cccnc2)nc2c1c(=O)n(Cc1ccc(F)cc1)c(=O)n2C	x	0	2.0	x	x	18	x	-1
Cc1ccc(C(=O)N2CCN(c3cc4c(cc3[N+](=O)[O-])n(C)c(=O)n4C)CC2)cc1	-9	-12	x	-6	-6	5	0	-3
Cc1cc(C)cc(OCC(=O)N2CCCCCC2)c1	-17	-9	x	0	3	x	1	x
CCCNC(=O)Nc1ccc2c(c1)C(=O)N(C)[C@H]1CC[C@@H](CC(=O)NCc3ccccc3)O[C@@H]1CO2	0[16.7 µM]	-5	0.0	3	-2	-1	-3	7
CCC(C)NC(=O)C1CCC(CNS(=O)(=O)c2ccccc2)CC1 (configuration not stated)	-5	8	0.1	3	-5	-2	-1	-7
Cc1ccc(-c2nnc(Cc3ccc(Cl)cc3)o2)cc1	0	-15	-0.2	0	4	0	-2	-1
CCOC(=O)C1CCCN(C(=O)c2cccc(S(=O)(=O)N(C)c3ccc(OC)cc3)c2)C1 (configuration not stated)	-4	-20	-0.2	3	-5	1	x	2
O=C(c1cc(Cl)nc2ccccc12)N1CCN(S(=O)(=O)c2ccccc2[N+](=O)[O-])CC1	-3	-3	-0.1	0	0	3	1	-10
C[C@@H]1CN([C@H](C)CO)C(=O)Cc2cc(NS(C)(=O)=O)ccc2O[C@H]1CN(C)C(=O)Nc1ccc(C(F)(F)F)cc1	1[16.7 µM]	0	x	2	-2	5	2	10
COc1cccc(/C=C2\SC(=S)N(CCCC(=O)Nc3ccc(C(=O)O)cc3)C2=O)c1	-26	x	-0.6	-10	1	4	0	-20
COC(=O)CSC(=S)N1C(C)CCCC1C (configuration not stated)	x	3	-0.1	x	x	-2	x	-6
O=C1CCCN1c1ccc(S(=O)(=O)NCc2ccc(F)cc2)cc1	48	8	0.1	x	x	1	x	-1
CCN(CC(=O)Nc1ccc(NC(C)=O)cc1)C(=O)CN1C(=O)NC(C)(c2ccc3ccccc3c2)C1=O (configuration not stated)	0	7	-0.4	-7	1	-3	4	-11
C[C@H]1CN([C@@H](C)CO)C(=O)c2cc(NS(=O)(=O)c3cn(C)cn3)ccc2O[C@@H]1CN(C)S(=O)(=O)c1cccs1	-1[16.7 µM]	-4	-0.2	2	0	0	0	-12
Cc1cc(C)n2c(SCc3ccc(C#N)cc3)nnc2n1	-6	6	x	1	2	x	2	x
COc1cccc(NC(=O)C[C@@H]2CC[C@@H]3[C@H](COc4ccc(NS(=O)(=O)c5cccc(F)c5)cc4C(=O)N3C)O2)c1	-27[16.7 µM]	-1	2.1	-6	-10	x	-1	x
NC(=O)CSc1nnc(C2CC2)n1Cc1ccccc1	6	6	x	0	0	1	1	-8
C[C@@H]1CN([C@H](C)CO)C(=O)CCCn2cc(nn2)CO[C@H]1CN(C)Cc1ccccc1	-4[16.7 µM]	-11	-0.1	-2	5	-2	12	5
CCCCN(CC)C(=S)Nc1ccc2nc3n(c(=O)c2c1)CCCCC3	5	8	x	1	2	x	-1	x
CCc1ccc(/C=N/NC(=O)c2cc(C3CC3)nc3ccccc23)s1	83	x	x	-1	0	x	-9	x
Cn1cnc(S(=O)(=O)N2CCCCN3[C@@H](CO)[C@@H](c4ccc(-c5ccc(F)cc5)cc4)[C@@H]3C2)c1	-1[16.7 µM]	1	-0.4	2	-3	3	-1	9
N#C[C@H]1[C@@H](c2ccccc2-c2ccccc2F)[C@H](CO)N1C(=O)C1CC1	x	2	-0.1	x	x	-1	x	-1
O=C(COC(=O)Cc1ccccc1F)Nc1ccc2c(c1)OCO2	4	5	1.9	-7	0	-7	-10	-13
COc1cccc(CNC(=O)Cn2nc(-c3ccc(Cl)cc3)ccc2=O)c1	0	-12	x	2	8	x	2	x
O=C(Cc1csc(NC(=O)c2ccccc2)n1)NO	-3	10	x	-4	-5	2	-1	-5
COc1cc(NC(=O)c2cccs2)c(C(=O)OCC(=O)c2cc(C)n(-c3ccccc3)c2C)cc1OC	5	11	x	-2	3	x	-1	x
Nc1cc(Cl)ccc1C(=O)OCC(=O)NCc1cccs1	3	-9	-0.3	-2	8	1	0	-10
CS(=O)(=O)N1C[C@H](O)COC[C@H]2O[C@@H](CC(=O)NCc3ccc(-c4ccccc4)cc3)CC[C@@H]21	10[16.7 µM]	2	0.3	1	20	2	0	47

# More results.
molecule	miR122 inh	PGC1a acetyl inh	E-sel inducer	PglD DTNB	RAD54 branch	ERAP1 inh	Cneo AK release	RAD52 inh
N#C[C@H]1[C@@H](c2ccc(C#CC3CCCC3)cc2)[C@H](CO)N1C(=O)c1cccc(F)c1	x	6	-0.2	x	x	3	x	-64
COc1ccc(C2C(CC(=O)O)=C(O)C(=O)N2c2ccccc2)cc1 (configuration not stated)	3	8	x	-3	-10	x	0	x
CCOc1ccc(-c2cc(CCCC(=O)NCc3ccco3)no2)cc1	4	9	-0.1	0	1	5	0	-14
CCCC(=O)Nc1ccc2c(c1)C(=O)N(C)[C@@H]1CC[C@@H](CC(=O)NCC(F)(F)F)O[C@@H]1CO2	-7[16.7 µM]	2	0.0	5	-8	x	-2	x
COc1ccc(CCNC(=O)CSc2ccc3nnc(CCNC(=O)c4ccc(C)cc4)n3n2)cc1OC	6	-5	x	-2	9	0	-3	-16
O=C1CCC(c2ccc(-n3ccnc3)cc2)=NN1	-4	0	u	0	-4	-1	0	-6
CC(Cc1ccccc1)NC(=O)C1(c2ccccc2)CCOCC1 (configuration not stated)	4	0	x	5	3	x	-1	x
COc1cc(-c2nc(CN(C)C(C)c3ccncn3)c(C)o2)ccc1F (configuration not stated)	33	-6	16	5	6	0	0	-12
CO[C@H]1CN(C)C(=O)c2cc(NC(=O)CC(F)(F)F)ccc2OC[C@@H](C)N(C(=O)c2ccccc2F)C[C@@H]1C	x	0	0.0	x	x	-2	x	-35
Cc1ccc(S(=O)(=O)N2CCC(O)(c3cccnc3)CC2)cc1	0	-4	x	6	7	x	-1	x

# In the list so far, these contain a furan ring, fused or not:
molecule	miR122 inh	PGC1a acetyl inh	E-sel inducer	PglD DTNB	RAD54 branch	ERAP1 inh	Cneo AK release	RAD52 inh
COc1ccc(C(=O)N2CCCC(c3nc(-c4ccc(C)o4)no3)C2)cc1OC (configuration not stated)	x	x	-0.1	-1	-4	9	-2	-22
CCOc1ccc(-c2cc(CCCC(=O)NCc3ccco3)no2)cc1	4	9	-0.1	0	1	5	0	-14

# Source: PubChem
